Compound activity from PubChem.
NCOA2 inhibitor = human SRC2 (NCOA2) inhibition. 0.17% of 370,000 active. inhibition, % at 9 µM. Q15596. AID 651957. HEK293 GAL4-SRC2 luciferase reporter, luminescence;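 active means inhibition above the mean inhibition of all tested compounds plus 3 SD, set per campaign, cut at about 52% in these data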;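 further: 0% = DMSO treated cells and 100% = cells given Gossypol at 36 µM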
TLR9-MyD88 inh = TLR9-MyD88 interaction inhibition | CHO BLA complementation TLR9-MyD88, CCF4 FRET ratio | 0.21% of 340,000 active | AID 504734 | inhibition, % at 4.98 µM | Q9NR96+Q99836;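 active means inhibition above the mean over all tested compounds plus 3 SD, cut at about 21% in these data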;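 further: 0% = DMSO only wells and 100% = clavulanate BLA inhibitor control wells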
EBV LMP1 NFkB = Epstein-Barr LMP1 NF-kappaB reporter inhibition; LMP1-induced NF-kappaB luciferase reporter cells, luminescence; inhibition, % at 12.5 µM; 0.69% of 350,000 active; AID 504558; in the data active means inhibition above about 41%;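 further: 0% = neutral control wells and 100% = reference inhibitor control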
SRC1 inh = inhibits human SRC1 coactivator | HEK293 GAL4-SRC1 luciferase reporter, luminescence | inhibition, % at 3.6 µM | 0.12% of 360,000 active;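 active means inhibition above the campaign mean plus 3 SD, with each screening campaign given its own cutoff, cut at about 60% in these data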;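 further: 0% = DMSO treated cells and 100% = gossypol at 36 µM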
COUP-TFII inh = blocks human COUP-TFII nuclear receptor | HEK293T NGFI-A luciferase reporter, luminescence | inhibition, % at 8.6 µM | 0.7% of 370,000 active | AID 686940;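 active means inhibition above a per-plate cutoff, mean inhibition of test wells between control levels plus 3 SD, cut at about 38% in these data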;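 further: cells cotransfected with COUP-TFII expression vector driving the NGFI-A reporter; 0% = median of COUP-TF2 test wells and 100% = reporter-only cells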
ABHD5-PLIN5 inh = inhibitors of human ABHD5-perilipin-5 interaction | Q00G26+Q8WTS1 | Split G. princeps luciferase complementation, luminescence, 4 h | inhibition, % at 4 µM | 0.78% of 360,000 active;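 active means inhibition above the mean inhibition across every tested compound plus 3 SD, cut at about 22% in these data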;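 further: 0% = DMSO only wells and the 100% control is not disclosed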
NCOA3 inh = inhibits human SRC3 coactivator; Q9Y6Q9; AID 588352; inhibition, % at 3.6 µM; HEK293 GAL4-SRC3 luciferase reporter, luminescence; 0.17% of 360,000 active;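 active means inhibition above a per-campaign cutoff, the mean of all compounds plus 3 SD, cut at about 60% in these data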;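 further: 0% = DMSO-treated cells and 100% = gossypol-treated cells at 36 µM; higher means less SRC3-driven luciferase light from the GAL4 reporter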
MC4R barr agon = human MC4R agonism via beta-arrestin | U2OS MC4R beta-arrestin complementation, luminescence; percent of melanotan II response, DMSO zero | 0.98% of 360,000 active | activation, % at 8.9 µM | AID 540308;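 active means activation above a per-plate cutoff, the mean activation of sample wells on that plate plus 3 SD, cut at about 8% in these data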
Target sequence (P32245 whole entry, looked up): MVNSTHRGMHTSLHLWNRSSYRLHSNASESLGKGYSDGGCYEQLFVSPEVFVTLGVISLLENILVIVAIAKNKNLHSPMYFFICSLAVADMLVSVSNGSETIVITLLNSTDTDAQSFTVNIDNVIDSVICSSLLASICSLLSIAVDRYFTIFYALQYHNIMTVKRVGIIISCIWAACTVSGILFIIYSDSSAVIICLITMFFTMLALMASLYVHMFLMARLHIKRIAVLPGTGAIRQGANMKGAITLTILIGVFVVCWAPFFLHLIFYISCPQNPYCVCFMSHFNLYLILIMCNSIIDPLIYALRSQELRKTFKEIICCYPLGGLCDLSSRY
NOD2-RIPK2 inh = NOD2-RIPK2 protein interaction inhibition; CHO BLA complementation NOD2-RIPK2, CCF4 ratio; O43353; AID 624267; inhibition, % at 4.98 µM; 0.38% of 360,000 active; in the data active means inhibition above about 21%;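 further: 0% = vehicle only and 100% = reference blocker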
Target sequence (O43353 whole entry, looked up): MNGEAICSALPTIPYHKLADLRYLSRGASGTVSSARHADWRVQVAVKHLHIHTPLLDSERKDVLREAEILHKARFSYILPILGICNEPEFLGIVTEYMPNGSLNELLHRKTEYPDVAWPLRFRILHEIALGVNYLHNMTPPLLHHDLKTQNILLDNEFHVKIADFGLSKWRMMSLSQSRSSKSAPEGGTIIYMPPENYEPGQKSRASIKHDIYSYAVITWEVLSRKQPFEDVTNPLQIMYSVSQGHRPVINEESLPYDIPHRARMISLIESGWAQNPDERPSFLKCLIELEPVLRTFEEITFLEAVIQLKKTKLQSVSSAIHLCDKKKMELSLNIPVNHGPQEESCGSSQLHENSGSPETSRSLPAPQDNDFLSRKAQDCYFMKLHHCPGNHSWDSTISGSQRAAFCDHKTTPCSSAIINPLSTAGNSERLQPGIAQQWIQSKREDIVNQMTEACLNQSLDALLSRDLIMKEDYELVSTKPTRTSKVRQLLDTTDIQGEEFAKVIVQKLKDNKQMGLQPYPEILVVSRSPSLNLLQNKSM
NR5A2 inv ag = NR5A2 inverse agonism in reporter assay; O00482; HEK293T StAR-luciferase reporter, LRH-1 transfected, 24 h; inhibition, % at 3.6 µM; 0.13% of 360,000 active; AID 602396;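 active means inhibition above the mean inhibition of all tested compounds plus 3 SD, cut at about 73% in these data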;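 further: 0% = DMSO wells and 100% = reporter-only cells lacking LRH-1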
MC4R antagonist = human MC4R antagonism in cAMP assay; P32245; MC4R-expressing cells, MTII-stimulated cAMP, LANCE TR-FRET; inhibition, % at 6.5 µM; 0.48% of 360,000 active;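 active means inhibition above its plate's cutoff, the mean of tested wells on that plate plus 3 SD, cut at about 29% in these data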;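 further: 0% = Melanotan II alone and 100% = Melanotan II plus saturating MCL0020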
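System – human MC4R-expressing U2OS cells · Also added – Melanotan II · Dosing – one concentration, 6.5 µM nominal · Timing – 30-min compound, 1-h challenge, 1-h detection, room temperature · Measured by – Eu-cAMP/anti-cAMP TR-FRET, emission 671 nm · Replicates – singlicate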
Starred values were filed as active, the others as inactive; . = not tested or not shown. A portion of the library. The share of hits here may be higher or lower than overall.

SMILES	NCOA2 inhibitor	TLR9-MyD88 inh	EBV LMP1 NFkB	SRC1 inh	COUP-TFII inh	ABHD5-PLIN5 inh	NCOA3 inh	MC4R barr agon	NOD2-RIPK2 inh	NR5A2 inv ag	MC4R antagonist
CCc1ccc(OCCCC(=O)O)c(Br)c1	-13	8	-9	-10	-1	0	0	-2.8	0	-4	14
COc1ccc(Nc2cc(Nc3ccccc3)ncn2)cc1	-78	1	-11	-76	-33	8	-141	-0.6	1	-54	6
Cc1ccc(Nc2nc3c([nH]2)c(=O)[nH]c(=O)n3C)cc1	-1	-14	6	-2	0	-1	12	-0.4	-6	-2	-10
Cc1ccc(N(Cc2cc3ccccc3[nH]c2=O)C(=O)c2cccs2)cc1	0	-5	3	6	-12	3	4	1.1	-2	-8	-10
Cc1ccc(C(=O)OCC(=O)N(Cc2ccccc2)C(C)C)cc1C	-2	0	-9	-1	-12	9	7	0.5	-3	14	0
COc1ccc2c(c1)cc(C(=O)N[C@H](C(=O)N1CCC[C@H]1C(=O)O)C(C)C)n2C	-38	-12	-1	-11	16	8	23	-1.2	6	17	6
O=C(O)C1CCCCC1C(=O)Nc1nc(-c2cccs2)cs1 (stereo not given)	-10	-6	-8	8	12	-5	-34	-1.9	-9	3	5
Cc1nnc(SCCN2CCOCC2)n1C	-19	5	-3	-12	-6	-1	12	-1.6	-7	7	1
COc1ccc(NC(=O)c2c(-c3c(Cl)cccc3Cl)noc2C)cn1	15	-2	1	-11	13	7	8	-0.4	3	-15	16
Cc1ccc(-n2c(N)c(C#N)c(-c3ccc(Cl)cc3)c(C#N)c2=O)cc1	-9	-1	-1	5	11	16	0	-0.8	-1	-2	8
O=C(Nc1ccccn1)c1ccc(Br)c(S(=O)(=O)N2CCCCC2)c1	-19	6	5	-9	-21	-2	8	-2.1	-4	-4	2
COc1ccc(S(=O)(=O)N2CCCC2)c(C)c1C	10	3	6	11	-8	-3	6	1.0	-23	7	-2
COc1ccc(C(=O)Nn2c(C)nc3ccccc3c2=O)cc1[N+](=O)[O-]	-4	0	0	-6	5	1	-7	-3.2	-6	5	3
CC1CCC2(CC1)NC(=O)N(NC(=O)c1cc3ccccc3o1)C2=O (stereo not given)	-6	-11	-6	-56	8	9	16	-2.2	4	5	6
S=C(NCCc1ccccc1)N1CCCCC1	-57	-5	-29	-70	-21	-1	-49	0.4	-8	-72	27
O=c1oc2ccccc2c(O)c1C=NCc1ccccn1	-1	-8	8	5	-9	1	4	-0.1	-8	0	7
COc1cc(/C=N/NC(=O)c2cc(C)oc2C)ccc1OCc1ccccc1	21	-4	-9	1	-20	-11	-25	-0.7	-3	-22	12
O=C(CCCOc1ccccc1)Nc1cccc(S(=O)(=O)N2CCCCC2)c1	-8	8	-6	-12	2	0	15	1.1	-9	-11	3
O=C(Nc1ccc2oc(-c3ccccc3F)nc2c1)c1ncn[nH]1	-29	-8	8	-104	-59	-1	-102	0.1	7	-164	1
CCC1(CC)NC(=O)N(CC(=O)OCC(=O)Nc2cc(OC)ccc2OC)C1=O	-39	-4	-2	-12	11	-2	-14	-0.7	2	-9	-1
c1ccc2c(CN3CCCCC3)csc2c1	-2	6	-7	11	2	-4	6	-1.9	-1	-11	0
CCN(CC)S(=O)(=O)c1ccc(OC(C)C)c(NC(=O)C2=COCCO2)c1	7	4	2	-12	0	1	8	-2.1	-2	-9	20
CCCN(CCC)S(=O)(=O)c1ccc(NC(=O)COc2ccccc2)cc1	-3	0	8	4	2	-11	-8	-0.2	-8	-4	-3
COc1ccc(C(=O)Nc2cc(OC)nc(OC)n2)cc1	-44	1	-5	-119	-31	1	-74	-1.7	-1	-124	-3
CCCN1CCN(S(=O)(=O)c2c(C)[nH]c(C)c2C(=O)N2CCCCC2)CC1	-10	3	-7	-24	0	4	6	0.2	-10	-32	7
CC(=O)N[C@@H](CC(=O)O)C(=O)O	11	-12	2	-11	-4	-3	-4	-0.6	-2	9	22
NC1=NC(=O)/C(=C/c2ccc(Br)cc2)S1	-35	2	74*	7	-7	4	-16	-1.1	-4	4	18
O=C1C(=O)N(CCN2CCOCC2)C(c2ccccn2)/C1=C(/O)c1ccc(F)cc1 (stereo not given)	-11	4	1	-16	-16	-2	-6	-0.9	-6	-22	1
Cn1nnnc1SCC(=O)C(C)(C)C	13	5	-4	-15	-2	-2	11	-2.0	-3	11	7
O=C(NC1CCCCC1NC(=O)c1cccs1)c1cccs1 (stereo not given)	8	-11	13	-5	11	4	-5	-1.3	-1	-5	2
CC(CN1CCCCC1)OC(=O)C(C)(c1ccccc1)c1ccccc1 (stereo not given)	-5	-4	-8	9	11	1	-5	1.3	-3	13	2
Cc1ccc(C)c(N2N=C(C(=O)OCc3nnc(-c4ccccc4Br)o3)CCC2=O)c1	-22	-10	0	-5	-7	0	-1	-1.3	0	-22	10
O=C(CS(=O)(=O)Cc1ccccc1)Nc1cccnc1	-33	-2	0	3	-10	-3	-10	-1.2	-8	13	0
COC(=O)C1C(=O)C2=C(CC1C)Nc1ccccc1NC2c1cccs1 (stereo not given)	-21	-3	-8	-13	11	-9	4	-2.2	5	-2	-1
Cc1cc(C)cc(NC(=O)c2cnn(-c3ccccc3)c2C2CCNCC2)c1	-6	11	-1	7	0	-1	-1	0.5	-2	10	4
COc1ccc(-n2c(SCC(=O)N3CCCCC3C)nnc2-c2cccnc2)cc1 (stereo not given)	-12	-9	0	-5	2	7	-12	0.1	2	5	10
Cc1nc(N2CCCCC2)c2c(C)c(C(=O)Nc3ccc4c(c3)OCCO4)sc2n1	2	4	4	3	2	5	27	-0.2	0	-25	9
CCOc1ccc(S(=O)(=O)N2CCN(C(=O)c3cc([N+](=O)[O-])ccc3N3CCOCC3)CC2)cc1	16	-6	0	-9	4	-5	21	-2.0	-5	2	2
CN(CC(=O)NC(=O)NC1CCCCC1)CC(=O)Nc1ccc(Cl)cc1	24	-9	0	-9	1	4	-6	3.2	0	-7	7
O=C(CCNC(=O)c1ccccc1Cl)Nc1ccc(Br)c(C(F)(F)F)c1	16	-10	6	-3	10	2	12	-3.4	6	1	3
Cc1noc(C)c1CSc1nc2[nH]ncc2c(=O)n1-c1ccccc1	-26	8	14	-1	-95	2	18	-1.9	4	36	-57
O=C(c1cccc(S(=O)(=O)N2CCCC2)c1)N1CCN(S(=O)(=O)c2cccc(Cl)c2)CC1	-30	3	4	-15	-8	-5	-21	-2.0	9	6	8
Cn1c(SCCOc2cccc(Cl)c2)nnc1-c1ccncc1	-2	-3	-18	-1	-19	4	23	0.2	-9	-3	10
COc1ccc(Br)cc1-c1nc(CCl)cs1	-4	-7	-7	-20	-1	4	0	1.3	-15	13	16
COC(=O)C1=C(NC(=O)C(C)(C)C)CCS1	-7	5	3	8	1	-1	13	0.9	5	-17	5
CCc1ccc(-c2cc(C(=O)N3N=C(C(F)F)CC3(O)C(F)F)c3ccccc3n2)cc1 (stereo not given)	-22	4	-23	-23	-13	-24	-37	1.1	-5	-10	6
COC(=O)N/N=C/c1ccc(OC(=O)c2ccco2)c(OC)c1	-6	.	-6	-6	0	2	14	0.2	-16	-6	-2
Cc1ccc(NC(=O)COC(=O)Cn2c(C)csc2=O)cc1	-20	0	5	9	3	-3	1	-1.4	3	1	0
O=C(CCc1ccccc1)N1CCN(c2ccc([N+](=O)[O-])cc2)CC1	11	3	-4	-18	-2	4	5	-3.7	-7	-14	6
CCCCN(C)C(=O)c1nc2ccccn2c1CN1CCSCC1	15	-2	-9	-16	-9	2	6	-0.4	0	6	-1
CCCCN=C1NN=C(c2ccc(C)c(C)c2)CS1	-38	.	-48	-53	-26	-13	-53	-0.7	-2	-79	-2
Cc1cccc(N2CC(O)(c3cccs3)[N+]3=C2CCCCC3)c1 (stereo not given)	-7	-8	7	1	24	-7	9	-1.2	2	0	-3
O=C(NCCOc1ccccc1)C1CCC(=O)N(CCc2ccc(Cl)cc2)C1 (stereo not given)	10	-8	-4	1	24	2	8	-0.2	2	6	10
CC(=O)Nc1ccc(NC(=O)Nc2cccc(C)c2C)cc1	-9	-1	-1	-18	1	0	14	0.3	2	-22	-3
CC(=O)c1sc(NC(=O)c2ccc(F)c(S(=O)(=O)N3CCOCC3)c2)nc1C	-52	-3	3	-10	-7	2	9	-4.4	-10	16	7
C#CCOCCOCCOCCNc1nc(N2CCOCC2)nc(N2CCN(C(=O)[C@H](CCCN=C(N)N)n3cc(C(N)[C@@H](C)CC)nn3)CC2)n1 (stereo not given in full)	-25	-8	-3	0	-8	0	-6	-2.0	-4	-1	-3
Cc1ccc(-c2csc3ncnc(N4CCN(Cc5ccccc5)CC4)c23)cc1	18	-2	-6	5	-7	6	10	3.4	-7	-17	11
O=C(CCC(=O)NC1CCCCC1)Nc1cccnc1	12	5	-15	7	0	-1	-5	-2.4	5	-17	3
COC(=O)C1=CN(Cc2ccccc2)C=C(C(=O)OC)C1c1cc(F)ccc1F	-22	-20	-4	17	18	-2	9	-2.1	-4	14	9
CC(c1ccccc1)N1CCN(C(=O)CCl)CC1 (stereo not given)	37	6	-8	-4	-8	-1	28	0.6	-4	24	8

Next results.
SMILES	NCOA2 inhibitor	TLR9-MyD88 inh	EBV LMP1 NFkB	SRC1 inh	COUP-TFII inh	ABHD5-PLIN5 inh	NCOA3 inh	MC4R barr agon	NOD2-RIPK2 inh	NR5A2 inv ag	MC4R antagonist
Cc1ccc(CN2CCN(Cc3ccc(OCCO)cc3)CC2CCO)o1 (stereo not given)	0	4	-16	-5	16	0	25	-0.6	-6	4	12
CCN(CC(=O)Nc1ccc(OC)cc1)C(=O)C1CC(=O)N(Cc2ccccc2)C1 (stereo not given)	-13	-4	10	-21	-15	1	-18	-0.9	-2	-6	2
CCC(=O)c1ccc(OCC(=O)Nc2cc(S(=O)(=O)N3CCCCC3)ccc2N2CCN(CC)CC2)cc1	-2	2	-1	3	0	2	3	1.8	-4	38	4
CC(=O)N1CCc2ccc(NC(=O)c3c(-c4c(Cl)cccc4Cl)noc3C)cc21	18	-2	4	11	7	-3	13	0.6	-4	-6	4
COc1ccc(NC(=O)C/C(C)=N/NC(=O)c2ccccn2)c(OC)c1	-54	4	-4	-99	-26	-3	-106	-0.5	-16	-94	1
CC(=O)[C@@H]1[C@@H](C(=O)c2ccc(F)cc2)[C@]2(C(=O)Nc3ccccc32)[C@H]2C=Cc3cc(F)ccc3N12	-1	7	-4	4	-18	6	5	0.9	1	8	14
O=C(CSc1nnc(CNC(=O)c2ccccc2)o1)NCc1ccc(F)cc1	-11	-4	-1	-13	-5	-4	-11	-1.7	2	3	5
